# Screening data: PubChem, several laboratories
# Anthrax LF prot: anthrax lethal factor protease inhibition; 360,000 compounds, 0.12% hits; inhibition, % at 10 µM; AID 588501; multiplex microsphere protease cleavage assay, LF; also: plate controls were buffer without enzyme for full effect and enzyme alone for no effect
# Target sequence (P15917 whole entry, looked up): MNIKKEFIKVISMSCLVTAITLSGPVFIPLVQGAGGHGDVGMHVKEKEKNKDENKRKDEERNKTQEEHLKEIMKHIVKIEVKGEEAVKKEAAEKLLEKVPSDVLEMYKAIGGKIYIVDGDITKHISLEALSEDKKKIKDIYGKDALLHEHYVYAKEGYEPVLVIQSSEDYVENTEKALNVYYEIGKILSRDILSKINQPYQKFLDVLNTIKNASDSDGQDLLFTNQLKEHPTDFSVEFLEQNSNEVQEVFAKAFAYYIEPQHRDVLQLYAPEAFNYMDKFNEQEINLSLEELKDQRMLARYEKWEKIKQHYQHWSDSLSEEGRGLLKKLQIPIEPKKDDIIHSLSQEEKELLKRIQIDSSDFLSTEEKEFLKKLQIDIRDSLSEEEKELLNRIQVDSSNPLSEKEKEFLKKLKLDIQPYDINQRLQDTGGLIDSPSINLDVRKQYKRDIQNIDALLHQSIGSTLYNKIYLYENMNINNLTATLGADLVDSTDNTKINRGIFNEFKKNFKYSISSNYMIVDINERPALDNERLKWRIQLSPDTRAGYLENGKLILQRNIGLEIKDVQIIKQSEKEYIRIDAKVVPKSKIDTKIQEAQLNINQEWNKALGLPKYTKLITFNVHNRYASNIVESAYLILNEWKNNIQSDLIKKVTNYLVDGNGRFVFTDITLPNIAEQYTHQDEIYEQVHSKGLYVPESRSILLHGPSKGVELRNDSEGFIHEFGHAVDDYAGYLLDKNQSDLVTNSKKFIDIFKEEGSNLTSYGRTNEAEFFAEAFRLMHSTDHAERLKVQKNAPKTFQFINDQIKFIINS
# PriA SSB inh: inhibitors of Klebsiella pneumoniae PriA binding to SSB C-terminal tail. inhibition, % at 33 µM. AlphaScreen SSBct-PriA binding, biotinylated peptide. 430,000 compounds, 0.6% hits. AID 1272365; in the data active = inhibition mostly above about 37%, no sharp cut-off; inactive = mostly below about 20%;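 also: plate controls were negative control peptide for no effect and reference peptide for full effect; strong numbers were not always called active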
# VHR inh abs: inhibitors of human VHR1 phosphatase (DUSP3); P51452; recombinant VHR phosphatase, pNPP absorbance; inhibition, % at 13.3 µM; 290,000 compounds, 0.52% hits; AID 1654; in the data active = inhibition above about 50%; also: some compounds called inactive have numbers as strong as hits
# Target sequence (P51452 whole entry, looked up): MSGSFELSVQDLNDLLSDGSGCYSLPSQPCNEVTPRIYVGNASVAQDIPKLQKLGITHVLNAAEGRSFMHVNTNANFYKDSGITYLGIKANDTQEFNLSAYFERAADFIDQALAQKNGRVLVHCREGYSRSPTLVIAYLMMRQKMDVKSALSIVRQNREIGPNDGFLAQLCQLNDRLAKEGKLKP
# SARS 3CLpro inh: SARS-CoV 3CLpro protease inhibition; recombinant SARS-CoV 3CLpro, quenched FRET peptide cleavage; 290,000 compounds, 0.14% hits; inhibition, % at 6 µM; AID 1706; in the data active = inhibition above about 12%
# Yp Topo-I inh: inhibitors of Yersinia pestis topoisomerase I; Y. pestis Topo-I cleavage product accumulation, plate reader; 360,000 compounds, 0.064% hits; activity, % at 10 µM; in the data active = activity above about 50%, passing the limit was not always enough; inconclusive = no clear call, values can overlap the other calls; also: inactives centre near 2
# BH1578 lux ind: quorum light induction in luxS cqsA deficient V. cholerae; activation, % at 18.7 µM; AID 588436; V. cholerae BH1578 lux reporter, luminescence, 6 h; 350,000 compounds, 0.16% hits; in the data active = activation mostly above about 9.7%, no sharp cut-off; inconclusive = no clear call, values can overlap the other calls; inactive = mostly below about 3.7%; also: not every result past the cut was called active; inactives centre near 0; reference of the scale not given here
# PfHsp40 rescue: rescue of PfHsp40-mediated yeast toxicity; growth rescue, % at 12.5 µM; S. cerevisiae expressing PfHsp40, growth rescue, ATP luminescence; 340,000 compounds, 0.68% hits; AID 504582; in the data active = growth rescue above about 28%, passing the limit was not always enough; inconclusive = no clear call, values can overlap the other calls;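 also: yeast W303a lacking pdr1 and pdr3 grown in galactose medium; growth measured after three days at 30 °C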
# BoNT-A LC inh2: inhibitors of Botulinum neurotoxin A light chain protease; 360,000 compounds, 0.17% hits; inhibition, % at 10 µM; AID 588499; multiplex microsphere protease substrate cleavage, flow cytometry; also: plate controls were buffer without enzyme for full effect and enzyme alone for no effect
# TcdB inh: inhibitors of Clostridioides difficile toxin B glycohydrolase | P18177 | TcdB glycohydrolase enzymatic assay, plate reader | inhibition, % at 9.99 µM | 350,000 compounds, 0.24% hits | AID 652162; in the data active = inhibition above about 10%
# CCHF vOTU inh: blocks the CCHF virus ovarian tumor domain protease. CCHFV vOTU protease, Pep-AMC fluorescence. inhibition, % at 11.5 µM. 370,000 compounds, 0.55% hits; in the data active = inhibition above about 30%; also: 0% = vehicle wells with enzyme and 100% = no enzyme wells
# An asterisk follows results filed as active; i = inactive; ? = inconclusive; / = not tested or not shown; & = joins results of further samples. Rule as the data show it, unless noted: active = inhibition above about 30%; inconclusive = no clear call, values can overlap the other calls; inactive = below that. Some of the compounds tested; the hit share may differ from the screen's.
SMILES,Anthrax LF prot,PriA SSB inh,VHR inh abs,SARS 3CLpro inh,Yp Topo-I inh,BH1578 lux ind,PfHsp40 rescue,BoNT-A LC inh2,TcdB inh,CCHF vOTU inh
COc1ccc(-c2noc3c2-c2nc(C4CCCCC4)sc2CC3)cc1,-3,-12,20,-2,0,-2.2,-1.2,-0.9,-1.0,-3
COc1ccc2[nH]c(C)c(CCNC(=S)Nc3cc(C)cc(C)c3)c2c1,-12,0,-7,-4,-13,-0.2,0.5,-0.9,-0.3,16
CC(C)C[C@@H](CN)NC(=O)c1nc[nH]c1C(=O)N[C@@H](Cc1ccccc1)C(=O)CNC[C@H](C)NC(=O)c1nc[nH]c1C(=O)N[C@@H](CC(C)C)C(=O)O,3,6,/,/,30,i,-0.5,-0.1,0.5,7
Cc1ccc(C(=O)COC(=O)CCC(=O)Nc2cc(Cl)ccc2Cl)cc1[N+](=O)[O-],3,-12,20,-6,-5,0.4,-0.2,0.6,/,2
CN(CCc1ccccc1)C(=O)c1cc(COc2ccc(F)cc2Cl)on1,0,-25,2,1,30,-0.8,12,0.8,1.5,12
CN(C)c1cc2c3ccccc3n(C)c2cc1N,-20,66*,/,/,-10,-1.2,-0.7,0.2,-5.8,-36
Cc1nc2c3ccccc3nc(SCC(=O)N3CC(C)CC(C)C3)n2n1 (stereo not drawn),-17,-2,15,6,32,-0.3,23,2.7,/,-3
COc1cc(NC(=O)C2CCCCC2)c(OC)cc1NC(=O)CN1CCCCC1,-14,-13,10,-5,25,2.8,0.7,0.2,/,-2
Cc1ccc(OCc2nnc(SCC(=O)Nc3ccc4c(c3)OCCO4)n2Cc2ccco2)cc1,-4,1,8,6,10,-4.0,8.2,-0.6,/,12
CCN(C[C@H]1N[C@@](C)(C(=O)OC)[C@H]2C(=O)N(C)C(=O)[C@@H]12)C(=O)c1ccc(C)cc1,4,-2,/,/,-7,i,0.4,-0.2,-9.8,7
Cc1ccc(CN2CCC(Oc3ccc(C(=O)NCc4ccccn4)cc3)CC2)o1,-3,-1,0,0,10,-0.1,0.4,-0.1,0.3,14
COc1cc(OC)c(C2=NOC(C(=O)Nc3c(C)n(C)n(-c4ccccc4)c3=O)C2)cc1Cl (stereo not drawn),-5,1,30,4,-5,-0.4,-0.2,-0.1,1.2,9
Cc1c(NC(=O)CSc2nnc(COc3ccccc3)n2-c2ccccc2)c(=O)n(-c2ccccc2)n1C,-2,1,19,1,25,-0.2,1.0,-0.1,-0.2,6
CCn1cc(C(=O)Nc2ccc(F)c(F)c2)cn1,-6,-11,7,-2,-8,-0.3,-1.6,-1.5,/,25
O=C(COC(=O)c1ccccc1[N+](=O)[O-])NCCCc1ccccc1,4,-30,-6,2,4,-0.8,0.5,-1.2,1.6,1
CC1Oc2cc3oc4c(O)c(O)ccc4c(=O)c3c(O)c2C1(C)C (stereo not drawn),-7,18,/,/,-16,-0.6,335*,-0.9,/,/
COc1cc(C(=O)OCn2nnc3ccccc3c2=O)cc(OC)c1OC,-4,-14,0,0,-2,i,0.7,-0.6,/,3
S=C(Nc1ccc(Cc2ccncc2)cc1)Nc1cccc(Cl)c1,-12,-3,17,1,2,-0.5,-1.9,-0.4,1.7,3
COC(=O)c1sc2ccccc2c1-n1cccc1C(=O)C(=O)Nc1ccc(F)cc1,0,6,20,3,7,i,-0.7,1.5,/,10
CCc1c(C)nc(SC(C(=O)O)c2ccccc2)c(C#N)c1C (stereo not drawn),5,1,8,2,3,2.5,-0.3,1.1,/,0
CCCCn1c(SCC(N)=O)nc2c(sc3ccccc32)c1=O,1,2,-4,-2,4,-0.7,0.0,0.4,/,-4
Cc1ccc(S(=O)(=O)/N=C2/NC(=O)/C(=C\c3cc(Br)cc(Br)c3O)S2)cc1,1,/,20,-1,-13,-0.4,-0.9,2.0,/,/
N#Cc1nc(COc2ccccc2)oc1N1CCN(Cc2ccccc2)CC1,-1,-25,-10,-1,30,-5.6,1.2,-0.5,/,13
Cc1cccc(NC(=O)[C@@H]2CCCN2C2=NS(=O)(=O)c3ccccc32)c1C,3,9,/,/,0,-0.6,-1.7,2.4,-1.5,10
COc1ccc(C(=O)CCC(=O)Nc2ccc(N3CCCCC3)cc2)cc1OC,-8,7,65,-5,17,-0.1,-0.7,-0.6,-0.3,1
CCOCCCNC(=O)Cc1cc(=O)[nH]c(=O)[nH]1,-4,-6&-1,6,1,0,0.2,-0.7,-0.6,0.2,-1
COc1ccc(NC(=O)CN2C(=O)C(c3ccccc3)=NC23CCCCCC3)cc1OC,-2,13,12,7,-2,-0.4,0.3,-0.2,0.7,1
CCC(C(=O)OC)n1cnc2scc(-c3ccc(C)cc3)c2c1=O (stereo not drawn),-3,-5,16,0,-6,-2.4,49*,-2.8,0.8,14
CC(=O)NS(=O)(=O)c1ccc(NC(=O)C2C3C=CC(C3)C2C(=O)O)cc1 (stereo not drawn),0,-1,8,-1,-1,-0.3,-1.3,-0.8,/,-5
COc1ccc(C2CC(c3ccc4ccccc4c3)=NN2C(=O)CNC2CCCCC2)cc1 (stereo not drawn),-7,14,18,4,6,-0.2,-1.2,0.0,1.3,6
Cn1c(=O)[nH]c(=O)c2c1nc(N1CCC(Cc3ccccc3)CC1)n2Cc1ccccc1,-1,-20,38,0,25,-0.1,-1.6,0.2,/,/
CSCCC(=O)N1C(C)CCCC1C(=O)O (stereo not drawn),1,-11,8,2,-1,i,0.2,-0.3,/,-2
CCN1CCN(c2ccc(NC(=O)c3cccc(F)c3)cc2Cl)CC1,-6,2,29,4,-17,-0.4,0.5,-0.6,0.9,-10
COc1ccc(OCC(O)CNS(=O)(=O)c2ccc(C)cc2)cc1 (stereo not drawn),2,-11,27,6,3,i,/,-0.7,1.7,5
O=C(NCc1ccc(Cl)cc1)c1ccc(CNc2c(N3CCOCC3)c(=O)c2=O)cc1,-2,3,16,-1,0,-0.4,-0.7,-0.2,2.5,-9
COc1ccc(C(CC(=O)N2CCCC(C)C2)c2c(OC)cc(OC)c3c(-c4ccccc4)cc(=O)oc23)cc1 (stereo not drawn),-8,-34,4,/,41,i,-0.7,-0.3,0.8,2
S=c1[nH]nc(-c2ccc(Cl)cc2)n1-c1ccc2c(c1)OCCO2,1,-9,2,2,-11,-0.3,-2.5,0.0,/,-5
OC[C@@H]1CN(Cc2ccncc2)C[C@H](n2cnc3c(N4CCCC4)ncnc32)O1,-9,/,/,/,-1,-0.5,/,-0.2,1.3,0
CC(C)c1ccc(NC2CCCN(C(=O)c3cc(C(C)C)nc(N)n3)C2)cc1 (stereo not drawn),1,8,-15,-3,14,-0.9,0.6,-0.6,-0.1,9
Cc1ccc(S(=O)(=O)N(CC(=O)NC2CCCC2)c2cccc(C)c2)cc1,1,-5,2,0,18,-0.3,0.3,1.9,0.4,-14
CC(C)(C)c1cc(N)on1,5,-7,2,3,6,-0.4,-0.4,0.7,0.2,-17
COCCNC(=O)C(c1ccc(C)o1)N(Cc1cccs1)C(=O)c1snc(C(N)=O)c1N (stereo not drawn),2,4,6,-3,-14,-1.7,-0.1,0.7,/,5
COCCn1c(SCC(=O)N2CCOCC2)nc2ccccc2c1=O,-2,9,31,1,0,-0.3,0.0,2.3,-1.2,-10
CC(=O)c1cn(CCC(C)C)c(=O)[nH]c1=O,-1,-5,-8,2,4,-0.3,-1.6,-0.3,-1.8,3
CS(=O)(=O)Nc1ccccc1C(=O)Nc1ccccc1C(=O)N1CCCC1,0,-22,40,-7,2,-0.4,-1.8,-1.3,0.7,5
COC(CNC(=O)c1ccc2c(c1)ncn2-c1ccc(F)c(F)c1)OC,-2,-9,18,-1,8,-0.3,-0.7,0.4,1.8,-3
CCc1nnc(NS(=O)(=O)c2ccc(N3C(=O)c4ccc(C(=O)O)cc4C3=O)cc2)s1,0,-9&-5,18,0,3,-3.3,0.2,-0.1,0.0,0
CC(C)(C)c1ccc(/C=C/C(=O)Nc2ccncc2)cc1,-2,-18,1,2,-3,-0.4,0.1,-0.3,/,13
CC1(C)C(=O)NCCN1C(=O)CCC(=O)O,-12,-4,9,1,6,i,-0.1,0.1,2.5,-11
COc1ccc(CCC(C)NCc2cc(OC)cc(OC)c2)cc1 (stereo not drawn),12,-6,13,-5,-1,0.1,-0.1,?,0.2,3
O=C(COc1ccccc1[N+](=O)[O-])Nc1ccccc1N1CCCCC1,-2,7,12,4,47,i,-1.2,-4.6,/,/
CN(CC(=O)Nc1cccc(S(=O)(=O)N(C)C)c1)Cc1ccccc1,-1,-9,28,3,4,-0.2,1.6,-0.4,0.4,1
Cc1ncc(CN2CCCC(C(=O)Nc3ccc(-c4ccco4)cc3)C2)cn1 (stereo not drawn),1,1,-3,4,27,-0.3,-0.6,2.1,0.3,16
O=C(O)COc1ccc(/C=N/NC(=O)COc2nsnc2N2CCOCC2)cc1,-1,/,6,1,-3,0.4,19,0.0,-0.5,-8
CC(C(=O)c1c[nH]c2ccccc12)N1CCc2ccccc2C1 (stereo not drawn),-4,-3,37,-1,-6,i,1.2,-0.3,/,3
Cc1csc(SCC(=O)Nc2ccc3c(c2)OCCO3)n1,-2,-12,9,-1,-6,i,0.0,-1.5,0.6,5
CCOc1nc(NC(=O)NS(=O)(=O)Oc2cccc(Cl)c2)nc(-c2ccccc2)n1,-2,-2,14,-2,3,-0.4,0.9,-0.5,/,-8
Cn1nc(Oc2nc(N3CCOCC3)nc(N3CCOCC3)n2)ccc1=O,-2,-13,18,-5,3,-0.5,-0.4,-0.2,/,-17
COc1ccc(N=C(C)C2=C(O)CSC2=O)cc1,0,-6,6,-5,2,-1.6,-1.2,0.0,1.5,-16
OCCN1CCN(CC/C=C2/c3ccccc3CSc3ccccc32)CC1,/,7,/,/,-1,i,/,/,1.7,-17
# (further entries)
SMILES,Anthrax LF prot,PriA SSB inh,VHR inh abs,SARS 3CLpro inh,Yp Topo-I inh,BH1578 lux ind,PfHsp40 rescue,BoNT-A LC inh2,TcdB inh,CCHF vOTU inh
CS(=O)(=O)N(Cc1ccco1)CC(O)Cn1cc(C=O)c2ccccc21 (stereo not drawn),1,-5,0,-1,-1,-0.4,0.2,1.0,/,8
O=C(O)C=C1C2CC3CC(C2)CC1C3,-3,-8,24,-5,-3,i,0.4,0.1,/,-5
CC1(c2ccccc2)CC(C)(C)N(C(=O)CSc2nnc(N)s2)c2ccccc21 (stereo not drawn),0,10,5,5,15,3.3,1.7,0.5,/,13
Fc1cccc(CNCCc2c[nH]c3ccccc23)c1,-10,6,21,1,-2,i,-1.9,?,-0.5,9
Cc1ccc(CNC(=O)C(C)C2Sc3ccccc3NC2=O)cc1 (stereo not drawn),-5,-4,2,5,5,-0.4,-0.4,0.1,1.5,9
CC1(C)CC(=O)C(N=Nc2cc(Cl)c(Cl)c(Cl)c2)=C(O)C1,-2,12,8,0,10,14,-0.5,-1.6,/,5

# Among those listed so far, these contain a cyano group.
SMILES,Anthrax LF prot,PriA SSB inh,VHR inh abs,SARS 3CLpro inh,Yp Topo-I inh,BH1578 lux ind,PfHsp40 rescue,BoNT-A LC inh2,TcdB inh,CCHF vOTU inh
CCc1c(C)nc(SC(C(=O)O)c2ccccc2)c(C#N)c1C (stereo not drawn),5,1,8,2,3,2.5,-0.3,1.1,/,0
N#Cc1nc(COc2ccccc2)oc1N1CCN(Cc2ccccc2)CC1,-1,-25,-10,-1,30,-5.6,1.2,-0.5,/,13
